GPT2 inh: Primary qHTS assay for inhibitors of Glutamate pyruvate transaminase 2 (GPT2). Alanine aminotransferase 2 (Homo sapiens), Q8TD30. Recombinant GPT2, coupled pyruvate oxidase/HRP Amplex Red fluorescence. Potency, µM (highest dose often 57.7 µM), without a hit: at the highest dose activity change, negative = inhibition, actives largely listed as inhibitors. 100,000 tested, 0.25% active; also: potency is read from the fitted curve at half-maximal effect; nearly all actives have a fitted effect of over 60% in size; many of its hits are not listed in these tables
Target sequence (Q8TD30 whole entry, looked up): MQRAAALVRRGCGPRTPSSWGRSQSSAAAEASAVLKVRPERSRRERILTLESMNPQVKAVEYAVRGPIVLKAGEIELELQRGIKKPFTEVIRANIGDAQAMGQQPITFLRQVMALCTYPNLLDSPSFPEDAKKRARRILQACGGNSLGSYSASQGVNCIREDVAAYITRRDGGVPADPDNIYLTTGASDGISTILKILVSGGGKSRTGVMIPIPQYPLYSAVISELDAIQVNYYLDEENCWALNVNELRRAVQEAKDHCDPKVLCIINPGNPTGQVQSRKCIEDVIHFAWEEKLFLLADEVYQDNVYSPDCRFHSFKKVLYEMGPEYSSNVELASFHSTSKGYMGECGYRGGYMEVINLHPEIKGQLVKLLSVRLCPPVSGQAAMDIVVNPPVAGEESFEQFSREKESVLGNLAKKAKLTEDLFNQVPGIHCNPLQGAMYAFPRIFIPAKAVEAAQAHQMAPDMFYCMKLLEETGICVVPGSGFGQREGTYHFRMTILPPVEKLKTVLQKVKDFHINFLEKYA
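Recombinant GPT2 (10ng/uL) with 250uM a-KG and 2mM L-alanine, 30 min at room temperature, in HEPES pH 7.5 buffer. Pyruvate detected by pyruvate oxidase/HRP/Amplex Red fluorescence after 30 min in the dark; AOA (50uM) as positive control.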
FLuc inh: Firefly luciferase inhibition profiling of diverse chemical library using quantitative high-throughput screening | Luciferin 4-monooxygenase (Photinus pyralis), P08659 | purified P. pyralis luciferase, luminescence, biochemical | Potency, µM (top dose mostly 115 µM), inactives show at the highest dose activity change, negative = inhibition, actives largely listed as inhibitors | 76,000 tested, 2.5% active; also: potency is read from the fitted curve at half-maximal effect; nearly all actives have a fitted effect of over 65% in size
Target sequence (P08659 whole entry, looked up): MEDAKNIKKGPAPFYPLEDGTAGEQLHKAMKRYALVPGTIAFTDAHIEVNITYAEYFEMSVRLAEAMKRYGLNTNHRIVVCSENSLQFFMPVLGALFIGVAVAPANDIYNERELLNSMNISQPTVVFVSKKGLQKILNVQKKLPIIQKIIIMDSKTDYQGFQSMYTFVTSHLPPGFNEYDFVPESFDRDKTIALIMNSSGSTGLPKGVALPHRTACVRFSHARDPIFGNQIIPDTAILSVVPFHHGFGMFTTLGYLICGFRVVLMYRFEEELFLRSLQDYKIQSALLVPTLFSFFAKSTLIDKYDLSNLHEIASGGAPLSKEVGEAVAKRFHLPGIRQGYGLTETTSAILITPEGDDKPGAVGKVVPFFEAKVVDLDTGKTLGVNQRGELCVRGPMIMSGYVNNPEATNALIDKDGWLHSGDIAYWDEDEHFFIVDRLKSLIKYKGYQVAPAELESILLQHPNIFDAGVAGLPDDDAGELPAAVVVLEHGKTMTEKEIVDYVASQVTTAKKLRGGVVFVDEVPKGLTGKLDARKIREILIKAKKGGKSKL
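Inhibitors were tested against purified firefly luciferase in a biochemical, low-substrate format (both substrates at 10uM) and luminescence measured with a CCD imager.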
IP6K1 inh: Primary qHTS assay for small molecule inhibitors of Inositol hexaphosphate kinase 1 (IP6K1). Inositol hexakisphosphate kinase 1 (Homo sapiens), Q92551. IP6K1 kinase, ADP-Glo luminescence, 2 h; active compounds read low. activity change, % (series mostly up to about 58 µM). 140,000 tested, 0.81% active; in the data active = activity change below about -25%
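ADP-Glo luminescence measures ADP made by human IP6K1 during a 2 h RT reaction with ATP/IP6 (mix at 1.3 mM/130 uM); top library doses 57.5 and 19.1 uM final.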
NIH3T3 tox: Cytotoxic Profiling in NIH 3T3 Cell Line of Diverse Libraries Using Quantitative High-Throughput Screening; NIH 3T3 viability, CellTiter-Glo ATP luminescence, 48-72 h; Potency, µM (highest dose often 96.7 µM), without a hit: top-dose activity change, negative = cytotoxicity, hits mostly inhibitors; 94,000 tested, 4.3% active; also: potency is read from the fitted curve at half-maximal effect; nearly all actives have a fitted effect of over 55% in size
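Cytotoxicity is measured as loss of cellular ATP: NIH 3T3 cells (400/well) are exposed to compound for 48 or 72 hr at 37 °C, then CellTiter-Glo luminescence is imaged after 10 min at room temperature.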
SNCA viab count: GF-AFC viability counterscreen for inhibitors of alpha-synuclein gene (SNCA) expression | Potency, µM (doses to about 57.1 µM), without a hit: at the top dose activity change, negative = cytotoxicity, most hits filed as cytotoxic | 150,000 tested, 0.12% active | AID 1671193, 2021 | HEK-293-SNCA-luc viability, GF-AFC fluorescence, 24 h;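 also: potency is read from the fitted curve at half-maximal effect; 0% = DMSO-treated cells and -100% = medium-only wells without cells; nearly all actives have a fitted effect of over 30% in size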
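HEK-293-SNCA-luc cells (1500/well) plated 24 h, then exposed 24 h to a dilution series; GF-AFC added 30 min at 37C, fluorescence 405/540 nm; normalised to medium-only and DMSO wells, Hill fit.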
HEK cytotox: Cytotoxic Profiling in HEK 293 Cell Line of Diverse Libraries Using Quantitative High-Throughput Screening; Potency, µM (series often up to 115 µM), inactives show at the highest dose activity change, negative = cytotoxicity, usual class: inhibitors; AID 1345083, 2018; 94,000 tested, 6.6% active; HEK 293 viability, ATP luminescence (CellTiter-Glo), 48-72 h; also: potency is read from the fitted curve at half-maximal effect; nearly all actives have a fitted effect of over 60% in size
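HEK 293 cells seeded at 250 cells/well were exposed to compound for 48 or 72 hr at 37 degree Celsius. Viability taken as ATP content by CellTiter-Glo luminescence.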
SNCA expr inh: Primary qHTS assay for inhibitors of alpha-synuclein gene (SNCA) expression; Potency, µM (highest dose often 57.2 µM), for inactives: at the highest dose activity change, negative = inhibition, usual class: inhibitors; HEK-293 SNCA-luciferase knock-in, luminescence, 24 h; AID 1671194, 2021; 140,000 tested, 0.17% active;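 also: potency is read from the fitted curve at half-maximal effect; plate controls were DMSO cells for no effect and cell-free wells for full effect; nearly all actives have a fitted effect of over 45% in size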
Numbers without * were called inactive; i = inactive; u = inconclusive; x = not tested or not shown; & = joins results of further samples; [ ] = another dose, or the depositor's remark. Unless noted, calls follow the shape of the dose curve; as a rule, active = well fitted curve in the direction sought with a large enough effect; inconclusive = small, poorly fitted or top-dose-only effect, or another doubt; inactive = no such curve, though single readings can be large; an effect the other way counts as inactive or inconclusive. Unless noted, % is scaled to controls: 0 for no effect and ±100 for the full control effect. The list is partial, so the mix of outcomes need not match the whole.

SMILES	GPT2 inh	FLuc inh	IP6K1 inh	NIH3T3 tox	SNCA viab count	HEK cytotox	SNCA expr inh
Cc1ccc(NC(=O)COc2ccc(-c3nn(C)c(=O)c4ccccc34)cc2)c(C)c1	x	x	-11	x	12%	x	8%
COc1ccc(CC(=O)NC2CCN(c3cc(-c4ccc(Cl)cc4)[nH]n3)CC2)cc1OC	3%	6%	19	u	-26%	40µM*	-25%
CCCC(=O)O[C@]1(C(=O)COC(=O)CC)CC[C@H]2[C@@H]3CCC4=CC(=O)CC[C@]4(C)[C@H]3[C@@H](O)C[C@@]21C	3%[27.3 µM]	x	39	x	-2%[12.5 µM]	x	53%[17 µM]
CN(CCC1CCOCC1)C(=O)c1cn(Cc2ccccc2F)nn1	4%	-9%	8	-15%	-27%	4%	-6%
COc1cccc(C(C)N(C)C(=O)c2cc(Cn3ccnc3C(C)C)[nH]n2)c1 (stereo not drawn)	-8%	4%	17	-30%	10%	-19%	20%
COCCCn1c(=O)c(C(=O)N2CCN(C(C)=O)CC2)nc2cccnc21	i	x	-1	-23%	0%	-12%	6%
CN1C(=O)Cc2cc(S(=O)(=O)NCc3ccccc3Cl)ccc21	x	x	17	x	3%	x	-13%
COCCn1c(C)cnc1CC1CCN(C(=O)CCC2CCCC2)CC1	i	-4%	-3	-11%	2%	u	16%
CC1=C[C@@H](CNS(C)(=O)=O)[C@H](C(C)C)C[C@H]1CC(=O)NC1CCCC1	-16%[88.5 µM]	3%[172 µM]	27	u	-14%[87.6 µM]	-15%[172 µM]	0%[87.6 µM]
CCOC(=O)c1c(S(=O)(=O)N2CCC(C(=O)Nc3ccc(OCC)cc3)CC2)c(C)n(C)c1C	x	x	-8	x	12%	x	-4%
Cn1ncc2c(C(=O)NCCc3c[nH]c4ccccc34)cc(-c3ccc(C(F)(F)F)cc3)nc21	x	x	-6	40µM*	x	u	x
O=C(Nc1ccc(-c2nnc3n2CCCC3)cc1)C1CC1	i	-5%	-3	-6%	2%	7%	-23%
Cc1cccc(C(=O)N2C[C@@H]3CCCN4CCC[C@@H]([C@H]34)[C@H]2CCCC(=O)N2CCOCC2)c1	-3%	0%	-8	i	-1%	1%	4%
O=C(Nc1ccccc1F)N1CCC2(CCCN(C3CCCCC3)C2=O)C1 (stereo not drawn)	-13%	-18%	7	-16%	2%	u	2%
C=C1/C(=C/C=C2\CCC[C@]3(C)[C@@H]([C@H](C)/C=C/[C@H](O)C4CC4)CC[C@@H]23)C[C@@H](O)C[C@@H]1O	i	x	-19	x	3%	x	x
COc1ccc(C2C(C(=O)OC(C)(C)C)=C(C)N=C3SC=C(CC(=O)NCC4CC4)N32)cc1OC (stereo not drawn)	-9%	-1%	1	-11%	-13%	u	-2%
CN1CCN(C2=Nc3ccccc3Oc3ccc(Cl)cc32)CC1	-4%&-6%	x	7	x	-4%	x	-24%
CCOC(=O)c1c(C)oc2nc(C)nc(Nc3ccc(C)c(Cl)c3)c12	x	x	0	x	22%	x	-15%
COc1ccc(CCNC(=O)c2cc(=O)c3c(C)cc(C)cc3o2)cc1OC	x	x	-19	x	-4%	x	5%
N#Cc1ccc(C(=O)NCc2nnc3ccc(-c4ccccc4)nn23)cc1	i	-7%	10	-20%	-20%	0%	8%
Cc1noc(-c2cn(C3CCCN(C(=O)c4cccc(C(F)(F)F)c4)C3)nn2)n1 (stereo not drawn)	3%	2%	5	-10%	7%	-7%	-24%
COc1ccc(N2CC(C(=O)NCC(F)(F)F)NC2=O)cc1 (stereo not drawn)	i	-4%[172 µM]	1	i	-17%[87.6 µM]	5%[172 µM]	9%[87.6 µM]
CC(C)[S+](=O)([O-])N1CCN(c2cc(Cl)ncn2)C(=O)C1	-13%	x	10	i	0%	5%	4%
CCOc1ccccc1-c1nc(Cn2c(=O)cc(C)c3c(C)nn(-c4ccccc4)c32)c(C)o1	x	x	17	x	-7%	x	-11%
OC[C@@H]1O[C@H](CNCc2cccc(Cl)c2)[C@H](N2CCCC2)[C@@H]1O	-14%[88.5 µM]	-1%[172 µM]	-7	3%[138 µM]	-3%[87.6 µM]	-12%[172 µM]	u

Continued.
SMILES	GPT2 inh	FLuc inh	IP6K1 inh	NIH3T3 tox	SNCA viab count	HEK cytotox	SNCA expr inh
Cn1c(CN2CC[C@H](c3nc4ccccc4[nH]3)C2)nc2ccccc21	u	-22%[172 µM]	4	u	-20%[87.6 µM]	45µM*	-19%[87.6 µM]
Cc1ccccc1Cn1cc(CCC(=O)NC(C)c2ccccc2)c2ccccc21 (stereo not drawn)	x	x	23	x	8%	x	3%
O=C1c2c(nc(COc3cccnc3)n2Cc2ccccc2)NCCN1CCOc1ccccc1	4%	-3%	-24	u	-2%	u	16%
Cc1cc(C)c2c(NC(=O)c3ccccc3Cl)c(C(=O)NCc3ccc(Cl)cc3)sc2n1	x	x	6	x	5%	x	-9%
COc1ccc2c(c1)C(COCc1ccccc1)CC(C)(C)CO2 (stereo not drawn)	x	x	0	u	x	u	x
Cc1cc(C)c2c(n1)SCC(=O)N2CC(=O)Nc1cccc(C)c1C	x	x	-14	x	-1%	x	9%
COc1ccc(C(=O)NCc2cccnc2N(C)C2CCCCC2)o1	-31%	-3%	2	-29%	2%	-27%	1%
COc1cc(OC)c(NC(=O)COCc2cc(-c3cccs3)on2)cc1Cl	x	x	15	x	7%	x	-3%
Cn1nccc1C(=O)N1CC(c2nc(CCOCC3CCCC3)no2)C1	-8%	0%	-4	i	15%	-14%	-6%
Cc1c2cnn(-c3ccccc3)c(=O)c2c(C)n1CC(=O)Nc1ccccc1Br	x	x	-5	x	3%	x	-8%
O=C1c2cnc(-c3ccsc3)nc2OCCN1c1ccccc1	-9%[88.5 µM]	7.1µM*	-13	u	2%[87.6 µM]	u	19%[87.6 µM]
O=C(C[C@@H]1C[C@H]2O[C@H](CNCc3cnccc3Cl)[C@@H](O)[C@H]2O1)N1CCOCC1	0%[88.5 µM]	1%[172 µM]	10	-3%[174 µM]	1%[87.6 µM]	i	29%[87.6 µM]
CN1C(=O)c2cccn2CC1CNC(=O)CCCc1ccccc1 (stereo not drawn)	3%	0%	-8	-1%	-1%	i	5%
Cn1c(CCNC(=O)C2(Cc3ccccc3)CCCCC(=O)N2)nc2ccccc21 (stereo not drawn)	i	0%	15	u	-2%	-18%	68%[activator]
CCn1ncc(C(=O)N2C[C@@H](CO)[C@H](c3ccccn3)C2)c1C	i	-6%	32	-12%	4%	-8%	-9%
CCC1CCCCN1C(=O)Cn1c(=O)n(-c2ccc(Cl)c(Cl)c2)c(=O)c2c(C)c(C(=O)N(C)C)sc21 (stereo not drawn)	x	x	9	x	-16%	x	-25%
CN(C)c1nc(-c2ccncc2)nc2c1CCN(C(=O)c1ccc(=O)[nH]c1)C2	1%	1%	-15	-21%	15%	-5%	21%
COc1cccc(CCC(=O)N2CCC(C3CCN(S(C)(=O)=O)CC3)C2)c1 (stereo not drawn)	i	9%	16	-20%	3%[12.5 µM]	u	-9%
COc1ccccc1NC(=O)N1C[C@@H]2C[C@H](C1)c1c(/C=C/c3ccc(Cl)cc3)ccc(=O)n1C2	-2%	0%	6	1%	-4%	i	7%
Cc1ccc(NC(=O)CSCc2cnn(-c3ccccc3)c2-n2cccc2)c(C)c1	x	x	-28*	x	-4%	x	-28%
O=C(CSc1ccccn1)N[C@@H]1COCC[C@@H]1Oc1cccc(F)c1	-16%	-4%	-6	-12%	-8%	-29%	-9%
Cc1nn(-c2ccccc2)c(OC(=O)c2ccc(Cl)cc2)c1S(=O)(=O)c1ccccc1	x	x	-18	x	2%	x	17%
O[C@H]1[C@H](NCc2ccc(-c3ccccc3)cc2)[C@H]2CO[C@H](O2)[C@@H]1Sc1ccccc1	-27%[88.5 µM]	-6%[172 µM]	8	63µM*	-20%[87.6 µM]	40µM*	u
CCn1cc(C(=O)N2CCn3nc(C(=O)Nc4ccccc4)cc3C2)c(C)n1	-3%	10%	3	-21%	6%	u	11%
O=C(NCc1ccccc1)C1CCC(=O)N1C1CCN(C(=O)c2cc(F)cc(F)c2)CC1 (stereo not drawn)	i	-4%	1	-6%	2%	-11%	-2%

Remaining list, next part.
SMILES	GPT2 inh	FLuc inh	IP6K1 inh	NIH3T3 tox	SNCA viab count	HEK cytotox	SNCA expr inh
Cc1oc(-c2cccc(F)c2F)nc1CN(C)Cc1ccc(C(F)(F)F)cc1	-6%	0%	24	i	0%	-1%	1%
COc1ccc(OC)c(Nc2c3c(nc4ccccc24)CCC3)c1	x	x	16	x	u	x	-8%
CC(=O)N1CCC(=O)N(Cc2ccccc2)Cc2cc(F)ccc21	x	x	12	u	x	-15%	x
CN(C)c1ccc(C(CNS(=O)(=O)c2ccc(Br)cc2)N2CCCC2)cc1 (stereo not drawn)	x	x	3	x	-3%	x	4%
CCCN(CC1CCOC1)C(=O)Nc1ccccc1OC (stereo not drawn)	i	-1%	-2	2%	7%	-2%	17%
O=C(CN1CCN(Cc2ccc(Cl)cc2)C1=O)NCc1ccc(F)cc1	x	x	-9	x	4%	x	-5%
CC(C)c1ccc(NC(=O)c2cccn2-c2nnc(N3CCCCC3)s2)cc1	x	x	1	x	-11%	x	-13%
Cc1ccc(C)c(NS(=O)(=O)c2cc(C(=O)Nc3ccccc3-c3ccccc3)ccc2C)c1	-8%	x	4	x	-12%	x	x
COc1ccc(C(=O)N2CCC(n3cc(-c4nc(-c5ccccc5)no4)nn3)C2)cc1OC (stereo not drawn)	i	u	5	-25%	-12%	u	11%
COc1ccc(-n2nc(C3CCN(Cc4cccc(OC)c4)CC3)[nH]c2=O)cc1	-3%	9%	6	-25%	-2%	u	19%

Exported comma-delimited: 5 of the compounds above.
SMILES,GPT2 inh,FLuc inh,IP6K1 inh,NIH3T3 tox,SNCA viab count,HEK cytotox,SNCA expr inh
COc1ccc(OC)c(Nc2c3c(nc4ccccc24)CCC3)c1,x,x,16,x,u,x,-8%
COc1ccc(-n2nc(C3CCN(Cc4cccc(OC)c4)CC3)[nH]c2=O)cc1,-3%,9%,6,-25%,-2%,u,19%
CN(C)c1ccc(C(CNS(=O)(=O)c2ccc(Br)cc2)N2CCCC2)cc1 (stereo not drawn),x,x,3,x,-3%,x,4%
CC(=O)N1CCC(=O)N(Cc2ccccc2)Cc2cc(F)ccc21,x,x,12,u,x,-15%,x
COc1ccc(C(=O)N2CCC(n3cc(-c4nc(-c5ccccc5)no4)nn3)C2)cc1OC (stereo not drawn),i,u,5,-25%,-12%,u,11%

From PubChem
